# JMJD2A Tudor – qHTS Assay for Inhibitors of JMJD2A-Tudor Domain | Lysine-specific demethylase 4A (Homo sapiens), O75164 | AlphaScreen JMJD2A-Tudor / H3K4me3 peptide binding | Potency, µM (series often up to 114 µM), inactives show top-dose activity change, negative = inhibition, usual class: inhibitors | 390,000 compounds, 4.4% hits | AID 504339, 2011; also: potency is read from the fitted curve at half-maximal effect; % is scaled to controls: 0 for no effect and ±100 for the full control effect; nearly all actives have a fitted effect of over 50% in size
# BAZ2B block – qHTS Assay for Inhibitors of BAZ2B; Potency, µM (titrated, usually from 114 µM), for inactives: at the highest dose activity change, negative = inhibition, hits mostly inhibitors; AID 504333, 2011; 360,000 compounds, 4.4% hits; AlphaScreen BAZ2B-H3K14Ac peptide displacement; Bromodomain adjacent to zinc finger domain protein 2B (Homo sapiens), Q9UIF8; also: potency is read from the fitted curve at half-maximal effect; % is scaled to controls: 0 for no effect and ±100 for the full control effect; nearly all actives have a fitted effect of over 60% in size
#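 Complex of BAZ2B and biotin-H3K14Ac (50 nM apiece) forms over 30 min at RT, then faces library compounds up to 110 uM for another 30 min; AlphaScreen beads added, 20 min dark incubation, luminescence read.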
# Pin1 inh – qHTS Assay to Find Inhibitors of Pin1; Pin1 FP peptide displacement, HiFluor488, 10 min; Potency, µM (titrated, usually from 115 µM), for inactives: top-dose activity, negative = inhibition, most hits filed as inhibitors; 390,000 compounds, 0.009% hits; active = well fitted inhibition curve with a large enough effect in the polarisation, with a control signal flat, not every such curve was filed as active; inconclusive = small, poorly fitted or top-dose-only effect, or effect the other way, or a change in a side signal; inactive = no such curve, though single readings can be large or run the other way; the % refers to the polarisation; also: potency is read from the fitted curve at half-maximal effect; % is scaled to controls: 0 for no effect and ±100 for the full control effect
# Target sequence (Q13526 whole entry, looked up): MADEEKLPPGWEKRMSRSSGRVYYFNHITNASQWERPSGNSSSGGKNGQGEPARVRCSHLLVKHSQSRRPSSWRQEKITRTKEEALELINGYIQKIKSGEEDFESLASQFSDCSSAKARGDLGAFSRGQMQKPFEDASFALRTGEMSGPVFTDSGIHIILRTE
# G9a block – qHTS Assay for Inhibitors of Histone Lysine Methyltransferase G9a; Potency, µM (highest dose often 102 µM), without a hit: at the highest dose activity, negative = inhibition, usual class: inhibitors; 350,000 compounds, 8.8% hits; Histone-lysine N-methyltransferase EHMT2 (Homo sapiens), Q96KQ7; G9a H3K9 monomethylation, AlphaScreen, 2 h; also: potency is read from the fitted curve at half-maximal effect; % is scaled to controls: 0 for no effect and ±100 for the full control effect; nearly all actives have a fitted effect of over 75% in size
# Target sequence (Q96KQ7 913-1193 limits assumed): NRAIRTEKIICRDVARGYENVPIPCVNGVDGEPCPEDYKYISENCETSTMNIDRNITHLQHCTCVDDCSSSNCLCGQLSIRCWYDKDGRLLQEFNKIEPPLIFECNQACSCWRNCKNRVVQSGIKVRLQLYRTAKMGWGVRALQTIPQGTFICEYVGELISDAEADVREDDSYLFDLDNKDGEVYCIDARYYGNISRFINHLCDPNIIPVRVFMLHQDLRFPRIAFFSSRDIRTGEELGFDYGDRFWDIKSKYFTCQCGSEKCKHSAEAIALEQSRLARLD
#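 Signal arises when biotinylated H3K9 peptide, once monomethylated, bridges streptavidin donor and antibody-captured acceptor beads. Enzyme at 20 nM was preincubated 15 min with test compounds; peptide 500 nM and SAM 20 uM then reacted for 2 h.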
# Tb PGK inh – qHTS Assay to Find Inhibitors of Phosphoglycerate Kinase. Phosphoglycerate kinase, glycosomal (Trypanosoma brucei brucei), P07378. PGK/GAPDH coupled, Kinase-Glo luminescence, 60 min. Potency, µM (titrated, usually from 57.5 µM), for the others: at the top dose activity change, negative = inhibition, most hits filed as inhibitors. 380,000 compounds, 0.043% hits. AID 602233, 2012; also: potency is read from the fitted curve at half-maximal effect; % is scaled to controls: 0 for no effect and ±100 for the full control effect; nearly all actives have a fitted effect of over 60% in size
# Target sequence (P07378 whole entry, looked up): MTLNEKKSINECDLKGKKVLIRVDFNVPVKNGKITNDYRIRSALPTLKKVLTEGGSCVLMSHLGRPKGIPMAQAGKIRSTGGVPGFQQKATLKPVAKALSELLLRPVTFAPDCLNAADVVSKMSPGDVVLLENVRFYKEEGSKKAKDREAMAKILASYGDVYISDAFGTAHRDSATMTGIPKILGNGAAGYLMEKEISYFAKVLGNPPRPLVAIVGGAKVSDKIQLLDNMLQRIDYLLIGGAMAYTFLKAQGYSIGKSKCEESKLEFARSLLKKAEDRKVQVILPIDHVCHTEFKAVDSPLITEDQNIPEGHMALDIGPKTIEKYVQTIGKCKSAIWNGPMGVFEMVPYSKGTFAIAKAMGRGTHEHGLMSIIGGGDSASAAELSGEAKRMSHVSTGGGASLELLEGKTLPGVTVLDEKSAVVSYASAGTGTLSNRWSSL
#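 Luminescent ATP detection (Kinase-Glo Plus) follows a 60-minute room-temperature incubation, with wells lacking PGK as controls. Buffer: 100 mM TEA (pH 7.6), 5 mM MgCl2, 0.01% Tween-20. Coupling enzyme GAPDH (100 nM final) supplies unstable 1,3-BPG in-well.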
# PI4K2A block – qHTS for small molecular inhibitors of PI4K2A | Phosphatidylinositol 4-kinase type 2-alpha (Homo sapiens), Q9BTU6 | purified PI4K2A, ADP-Glo luminescence, 1 h; stronger effect = lower value | activity change, negative = inhibition, % at 76.9 µM | 420,000 compounds, 0.13% hits | AID 1346378, 2018; in the data active = activity change below about -50%; inconclusive = mostly about -30% to -49%;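 also: -100% = wells without enzyme as full effect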
#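 In this quantitative HTS, ADP production by PI4K2A was quantified luminescently after 1 h at ambient temperature; 100 microM adenosine served as plate-quality control.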
# ERG Ets-DNA blk – qHTS for Small Molecule Inhibitors of the ERG Ets/DNA interaction; Transcriptional regulator ERG (Homo sapiens), P11308; fluorescence polarization, His-ERG Ets domain / labelled DNA; Potency, µM (doses to about 76.9 µM), without a hit: at the highest dose FP activity, negative = inhibition, most hits filed as inhibitors; 370,000 compounds, 0.028% hits; AID 624246, 2012; active = well fitted inhibition curve with a large enough effect in the polarisation, with a control signal flat; inconclusive = small, poorly fitted or top-dose-only effect, or effect the other way, or a change in a side signal; inactive = no such curve, though single readings can be large or run the other way; the % refers to the polarisation;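 also: polarization taken with two DNA probes labelled with fluorescein and Texas red; potency is read from the fitted curve at half-maximal effect; % of control where 0% means no effect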
#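 His-tagged ERG Ets domain (1 uM in the protein solution; 300mM KCl, 50mM Tris-HCl, 1mM EDTA, 1mM DTT, pH 7.5) received compound, then a probe mix of 5 nM fluorescein-DNA and 100nM Texas-615-DNA. Fluorescence polarization was read for both dyes.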
# GLS inhibitor – qHTS for Inhibitors of Glutaminase (GLS) | GLS enzymatic activity, qHTS titration | Potency, µM (highest dose often 45.5 µM), without a hit: at the top dose activity change, negative = inhibition, actives largely listed as inhibitors | 410,000 compounds, 0.21% hits | AID 624170, 2012; also: potency is read from the fitted curve at half-maximal effect; % is scaled to controls: 0 for no effect and ±100 for the full control effect
#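 Human kidney-isoform GLS in 45 mM KH2PO4 pH 8.2, 0.02% Tween-20, with compound, started with 1mM L-Glutamine (added stock). Glutamate oxidase/HRP/Amplex red coupled fluorescence read at start and after 30 min at RT.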
# HP1b binding inh – HTS for Inhibitors of HP1-beta Chromodomain Interactions with Methylated Histone Tails | Chromobox protein homolog 1 (Homo sapiens), P83916 | 390,000 compounds, 0.56% hits | AlphaScreen HP1-beta / biotin-H3K9me3 peptide binding | AID 540317, 2011 | Potency, µM (titrated, usually from 114 µM), without a hit: top-dose activity change, negative = inhibition, hits mostly inhibitors; also: potency is read from the fitted curve at half-maximal effect; nearly all actives have a fitted effect of over 70% in size; inactives centre near 23
# Target sequence (P83916 whole entry, looked up): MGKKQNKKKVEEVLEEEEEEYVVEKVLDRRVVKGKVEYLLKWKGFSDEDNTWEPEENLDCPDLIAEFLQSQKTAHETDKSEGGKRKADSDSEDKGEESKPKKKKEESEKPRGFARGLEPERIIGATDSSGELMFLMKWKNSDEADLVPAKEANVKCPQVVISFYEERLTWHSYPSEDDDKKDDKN
#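 HP1-beta protein (50 nM final) preincubated 30 min at room temperature with biotinylated H3(1-18)K9me3 peptide (50 nM) in PBS pH 7.4, 0.01% Tween-20, then compound added for 30 min. AlphaScreen streptavidin donor/nickel chelate acceptor beads (10 ug/mL final), 30 min dark, luminescence read.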
# Starred values were filed as active, the others as inactive; i = inactive; ? = inconclusive; / = no result given; [ ] = dose if it differs, or a comment. Unless noted, calls follow the shape of the dose curve; as a rule, active = well fitted curve in the direction sought with a large enough effect; inconclusive = small, poorly fitted or top-dose-only effect, or another doubt; inactive = no such curve, though single readings can be large; an effect the other way counts as inactive or inconclusive. Rows were taken by chance. About 11% of those tested had a hit in this group.
JMJD2A Tudor,BAZ2B block,Pin1 inh,G9a block,Tb PGK inh,PI4K2A block,ERG Ets-DNA blk,GLS inhibitor,HP1b binding inh,canonical_smiles
1%,-4%,0%,16%,6%,-2,2%,9%,42%[activator],COc1ccc(CN2C(=O)CCCc3ccccc32)cc1
-16%,/,-5%,/,-5%,-5,16%,3%,4%,Cc1cn([C@H]2C[C@H](O)[C@@H](CCC(=O)NCc3ccco3)O2)c(=O)[nH]c1=O
?,14%,?,?,/,-2,3%,-2%,?,COc1ccc(-c2c(C)nn3c(-c4ccccc4)cc(-c4ccccc4)nc23)cc1
-25%,-36%,-2%,?,-1%,3,6%,5%,8%,C=CCO/N=C(/C)c1c(O)c(CC)c(-c2ccccc2)n(-c2ccccc2)c1=O
-14%,3%,2%,-41%,5%,0,17%,1%,30%,CCOC(=O)c1[nH]c2c(c1-c1ccccc1)C(=O)CC(c1ccc(Cl)cc1)C2 (stereo unspecified)
-3%,-30%,-1%,1%,i,5,2%,-5%,25%,CC(C)c1ccc(NC(=O)C2C3C=CC4(CN(CCCN5CCOCC5)C(=O)C24)O3)cc1 (stereo unspecified)
-11%,4%,0%,-8%[0.501 µM],1%,13,-4%,-1%,29%,Cc1nc(Nc2nc3ccccc3o2)nc(C)c1C(=O)Nc1ccc(F)cc1
-11%,1%,0%,59%[activator],5%,-5,-4%,8%,9%,O=Cc1ccc(OCc2nnc(-c3ccccc3Br)o2)cc1
-3%,?,0%,42%[activator],-9%,4,1%,16%,22%,O=C(NN1C(=O)c2ccccc2NC1c1ccccn1)c1ccccc1 (stereo unspecified)
0%,9%,-12%,-11%[59 µM],5%,9,-11%,3%,1%,CC(=O)NC(CC(=O)N(C)C1CCCCC1)c1ccccc1 (stereo unspecified)
-1%,-8%,-9%,16%[12.7 µM],-3%,2,4%,6%,57%[activator],COc1cccc(CN2CC(C(=O)NCc3ccc(C)o3)CCC2=O)c1 (stereo unspecified)
-15%,0%,-9%,?,-15%,-2,-12%,37%[activator],49%[activator],Nc1nc2ccc(N3CCOCC3)cc2s1
-5%,-35%,-7%,/,1%,3,-4%,0%,25%,CCn1c(SCC(=O)Nc2ccc(OC)c(OC)c2)nc2c(c1=O)SCC2
-3%,-7%,-7%,/,-11%,2,1%,0%,17%,COCc1cc(C)n(CC(=O)Nc2cc(C)cc(C)c2)c(=O)c1C#N
3%,6%,-3%,-3%,3%,2,1%,5%,12%,COc1cc(C(C(=O)NC(C)(C)C)N(C(=O)CNC(=O)c2cccs2)c2cccnc2)cc(OC)c1OC (stereo unspecified)
-15%,7%,-4%,10%[59 µM],-9%,-1,3%,1%,46%,Cc1ccc(C)c(OCC(=O)N2CCOCC2)c1
-16%,-22%,?,?,-6%,-2,4%,-1%,40%[activator],CCOC(=O)c1c(CC(C)C)csc1/N=C/C1C(=O)CC(C)(C)CC1=O
-35%,-37%,-10%,8%[59 µM],4%,-9,-9%,18%,-8%,Brc1ccc(-c2cnc3n2CCCC3)cc1
-15%,-12%,2%,/,-2%,2,15%,-18%,16%,N#Cc1ccc(Nc2ccccc2)c(N)c1
-14%,0%,5%,6%[59 µM],i,-7,2%,-3%,14%,Nc1nc(CSc2ccccn2)nc(Nc2ccccc2)n1
11%,-3%,-10%,-7%,-6%,3,-14%,-3%,37%,CSc1nc(-c2ccc(F)cc2)cc(=O)[nH]1
-26%,/,1%,/,-7%,4,-7%,1%,14%,O=C(OCC(=O)c1ccccc1Cl)C1=NN(c2ccccc2)C(=O)CC1
4%,?,-1%,/,-3%,2,-1%,2%,37%,COc1cccc(N(CC(=O)N2CCCCCC2)S(C)(=O)=O)c1
-10%,4%,-7%,5%[59 µM],0%,-6,-2%,-1%,24%,CCC(CO)NCc1ccc(OC2CCCC2)cc1 (stereo unspecified)
-15%,1%,1%,24%,-1%,1,2%,1%,27%,CC(C)(C(=O)Nc1nccs1)c1ccccc1
4%,?,-10%,-10%,-4%,-9,-6%,-3%,26%,Cc1cccc(NC(=O)Cn2c(O)c(N=NC(=O)c3ccncc3)c3ccccc32)c1
-7%,3%,-7%,2%[59 µM],i,-4,-14%,3%,28%,COc1ccc(S(=O)(=O)Nc2cccc(SC)c2)cc1OC
-19%,-14%,-12%,8%[0.0925 µM],i,4,4%,11%,16%,Cc1ccc(N2C(=O)C3C4CC(=O)C(c5ccccc54)C3C2=O)cc1 (stereo unspecified)
-23%,-4%,?,16%[59 µM],-1%,-4,8%,-6%,45%[activator],CCOC(=O)/C(C#N)=C/c1ccc(-c2ccc(Br)cc2)o1
-8%,-3%,-7%,7.9µM*,i,2,-7%,-13%,9%,CCOc1cc(N2CCOCC2)c(OCC)cc1NC(=O)C1CCCC1
-14%,-29%,-9%,-48%,-1%,0,-5%,7%,12%,CC(C)C(=O)N1CCN(c2ccccc2NC(=O)c2ccc([N+](=O)[O-])o2)CC1
2%,-23%,?,-3%[59 µM],-5%,1,-4%,5%,50%[activator],CCC(C(=O)Nc1cccc(Cl)c1C)n1nc(-c2ccc(C)cc2)ccc1=O (stereo unspecified)
?,16%,1%,/,-5%,0,-1%,0%,10%,CC1CN(c2nc(Nc3ccccc3)nc(N)c2[N+](=O)[O-])CC(C)O1 (stereo unspecified)
-18%,6%,0%,-13%,-6%,-5,3%,1%,23%,Cc1ccc2nc(-c3cccc(NC(=O)c4ccc5c(c4)OCCO5)c3)oc2c1
-23%,-1%,26%,-39%[12.7 µM],i,-1,/,-9%,23%,Cc1nc2scc(-c3ccco3)c2c(=O)n1/N=C/N(C)C
-16%,/,?,/,-8%,-2,14%,7%,39%,O=C(NCC1CC1)c1cccc2c1C(=O)c1ccc(N3CCCC3)cc1S2(=O)=O
-17%,-32%,30%[activator],?,9%,7,/,1%,4%,COc1ccc(C(=O)N/C(=C/c2cccc3ccccc23)C(=O)NCCc2c[nH]c3ccccc23)cc1OC
-17%,-6%,-5%,/,-3%,5,13%,-1%,52%[activator],COc1ccc(C(=O)NC2CCN(C(=S)NCCc3ccccc3)CC2)cc1
-27%,0%,7%,6%[59 µM],-5%,-3,-1%,-1%,20%,COc1cccc(NC(=O)c2nnn(Cc3ccc(OC)c(Br)c3)c2N)c1
-18%,-18%,0%,-19%,-6%,4,-1%,11%,14%,Cc1nn(C)c(C(=O)NC(=S)Nc2ccccc2O)c1Cl
-27%[57.1 µM],-5%,?,-37%,-5%,-2,5%,27%,21%,CCN(CC)S(=O)(=O)c1cccc(C(=O)N/N=C2\CC(=O)CC(C)(C)C2)c1
-24%,/,4%,/,i,-1,0%,-3%,37%,CC#CCN1c2ccccc2[C@]23C[C@@H](C(=O)OC)N(C(=O)NC(C)(C)C)C2=NC(C(=O)OC)=C(C(=O)OC)[C@H]13
-35%,-37%,-7%,17%[12.7 µM],-2%,-5,9%,12%,21%,O=C(CCC1CCCCC1)NCCN1C2=NC[C@@H](Cc3ccccc3)N2C[C@H]1Cc1ccc(O)cc1
-17%,1%[57.1 µM],0%,?,-6%,-2,/,-4%,3%,O=C(CSCc1ccc([N+](=O)[O-])cc1)Nc1cccc(C(=O)Nc2ccccc2C(=O)O)c1
-11%,-15%,-5%,-8%[59 µM],-1%,0,-2%,11%,20%,CCOc1ccc(N(CC(=O)Nc2ccccc2CC)S(=O)(=O)c2c(C)[nH]c(=O)[nH]c2=O)cc1
-15%,-3%,-3%,-16%[0.501 µM],-7%,0,-19%,-6%,29%,O=C(CSc1nnc(COc2ccc(Cl)cc2)n1Cc1ccco1)N1CCNC1=O
0%,-3%,-3%,-39%,6%,0,-5%,2%,3%,O=C1CCCN1CCCNc1ncccc1[N+](=O)[O-]
3%,-2%,-7%,16%[59 µM],1%,-2,-26%,-4%,36%,O=C(CO/N=C/c1ccccc1OC(F)F)NC1CCCCC1
3%,12%,10%,-2%[59 µM],-1%,1,9%,-1%,44%[activator],CC(C)n1ncc2c(C(=O)Nc3cccc(C#N)c3)cc(C3CC3)nc21
16%,/,-2%,/,6%,1,0%,-6%,54%[activator],CC(C)(CNCc1ccccc1)NS(=O)(=O)c1ccc(Cl)cc1
-8%,-5%,1%,-5%[59 µM],11%,1,1%,2%,23%,Fc1ccccc1NC(=S)N(CCCN1CCOCC1)Cc1cccnc1
-5%,1%,-4%,-8%,-9%,2,8%,-4%,28%,Cc1onc(-c2ccccc2Cl)c1C(N)=O
-3%[11.4 µM],?,-5%,/,-1%,1,6%,8%,40%[activator],Cc1ccc2nc(SCC(=O)Nc3cccc(S(=O)(=O)NC4=NCCCCC4)c3)[nH]c2c1

# Bioassay records deposited in PubChem BioAssay by National Center for Advancing Translational Sciences (NCATS).
